Screening data as filed in PubChem.
PRMT1 FP inh: inhibitors of human PRMT1; inhibition, % at 2.79 µM; recombinant PRMT1, activity-based probe fluorescence polarization; hit rate 1.3% among 370,000; Q99873; AID 652257;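 active = inhibition above about 21% made by adding two undisclosed values, limit read from the data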
Target sequence (Q99873 whole entry, looked up): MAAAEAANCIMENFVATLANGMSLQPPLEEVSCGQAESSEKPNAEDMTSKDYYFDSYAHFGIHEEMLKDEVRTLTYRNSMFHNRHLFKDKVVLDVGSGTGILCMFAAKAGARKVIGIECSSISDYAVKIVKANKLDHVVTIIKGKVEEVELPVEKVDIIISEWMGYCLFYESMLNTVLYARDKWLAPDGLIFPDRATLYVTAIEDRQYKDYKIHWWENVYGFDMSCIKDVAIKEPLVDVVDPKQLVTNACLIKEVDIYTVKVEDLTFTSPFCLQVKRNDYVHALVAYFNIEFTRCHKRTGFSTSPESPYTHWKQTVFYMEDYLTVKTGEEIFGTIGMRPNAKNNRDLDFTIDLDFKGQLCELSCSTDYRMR
MBD2 inh: inhibitors of human MBD2 binding to methylated oligonucleotide; inhibition, % at 4.4 µM; TR-FRET; hit rate 0.31% among 370,000; Q9UBB5; in the data active = inhibition above about 13%
TDP2 inh: blocks human TDP2 phosphodiesterase activity; O95551; recombinant TDP2, T5PNP hydrolysis, p-nitrophenol absorbance 415 nm; inhibition, % at 12.8 µM; hit rate 0.34% among 370,000; AID 720702;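 active = inhibition above the mean of all tested compounds plus 3 SD, set per campaign, cut at about 25% in these data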;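 note: 0% = DMSO with enzyme and 100% = buffer with substrate but no TDP2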
Target sequence (O95551 whole entry, looked up): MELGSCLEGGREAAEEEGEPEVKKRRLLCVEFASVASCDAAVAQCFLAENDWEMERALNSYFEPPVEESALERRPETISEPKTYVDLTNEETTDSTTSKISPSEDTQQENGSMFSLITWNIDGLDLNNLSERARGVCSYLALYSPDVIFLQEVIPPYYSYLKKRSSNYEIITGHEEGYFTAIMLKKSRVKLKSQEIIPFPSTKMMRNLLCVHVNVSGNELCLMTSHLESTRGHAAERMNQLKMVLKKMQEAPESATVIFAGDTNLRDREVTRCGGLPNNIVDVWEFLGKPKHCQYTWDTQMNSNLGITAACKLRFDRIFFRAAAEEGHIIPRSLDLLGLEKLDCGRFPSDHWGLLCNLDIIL
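Test system: Human TDP2 enzyme | Reagent: 5 mM T5PNP | Compound dosing: 12.8 µM single point, 1% DMSO | Incubation: Enzyme reaction with compound for 2 h at 37 °C | Technique: p-Nitrophenol epi absorbance | Read-out: % inhibition relative to enzyme-containing and enzyme-free wells | Benchmarks: High control without enzyme, low control DMSO plus TDP2 | Replicates: Singlicate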
HTRA1 inh: inhibitors of human serine peptidase HTRA1 | hit rate 0.5% among 340,000 | AID 504803 | recombinant HTRA1, FP-rhodamine activity-based probe, fluorescence polarization | Q92743 | inhibition, % at 5.96 µM; in the data active = inhibition above about 36%;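 note: 0% = enzyme with DMSO and 100% = wells lacking enzyme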
NPR2 activator: GC-B (human) receptor activation; HEK293-GC-B cells, CNP EC30, cGMP TR-FRET; 0% at EC30 CNP, 100% saturating CNP; activation, % at 10 µM; hit rate 0.11% among 370,000;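 active = activation at 10 µM reaching about 35% in either raw or pattern-adjusted values, limit read from the data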
rCAG binder: r(CAG) repeat RNA binding. hit rate 1.3% among 370,000. TO-PRO-1 dye displacement fluorescence. inhibition, % at 3 µM. AID 651821;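 active = inhibition above the plate cutoff, the mean of all test compounds on that plate plus 3 SD, cut at about 35% in these data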;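 note: 0% = DMSO alone and 100% = 100 µM mitoxantrone as full dye displacement; higher means more dye released from RNA so lower well fluorescence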
TCR CD3 inh: inhibitors of human TCR-CD3 interaction. TAMRA-labeled TCR probe fluorescence, biochemical. inhibition, % at 9.4 µM. hit rate 0.37% among 360,000; in the data active = inhibition above about 19%;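 note: recombinant mutant TCR 2C K166C tagged with TAMRA read by polarization; 0% = receptor in buffer alone and 100% = receptor with positive control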
SIAE inh: inhibitors of human sialic acid acetylesterase SIAE. SIAE FP-Rh probe binding, fluorescence polarization. hit rate 0.69% among 370,000. AID 1053197. Q9HAT2. inhibition, % at 9.66 µM;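 active = inhibition above a cutoff: mean of compounds within the control limits plus 3 SD of those, cut at about 17% in these data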;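 note: 0% = plate median of compound wells and 100% = probe without SIAE protein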
LEDGF integ inh: blocks HIV-1 LEDGF/p75-dependent DNA integration; hit rate 0.64% among 370,000; TR-FRET IN-LEDGF/p75 DNA integration, Eu/Cy5; inhibition, % at 3.7 µM;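 active = inhibition above the screen-wide mean plus 3 SD, cut at about 13% in these data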;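 note: signal is the Cy5 over europium emission ratio at 671 and 618 nm; 0% = plate median of compound wells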
mABHD4 FP: ABHD4 (mouse) inhibition, primary FP screen; purified mABHD4, FP-Rh probe fluorescence polarization; hit rate 0.54% among 370,000; AID 720543; inhibition, % at 8.92 µM; Q8VD66;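 active = inhibition exceeding the mean over every tested compound plus 3 SD, cut at about 30% in these data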;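 note: 0% = plate median of compound wells and 100% = S159A mutant with DMSO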
Target sequence (Q8VD66 whole entry, looked up): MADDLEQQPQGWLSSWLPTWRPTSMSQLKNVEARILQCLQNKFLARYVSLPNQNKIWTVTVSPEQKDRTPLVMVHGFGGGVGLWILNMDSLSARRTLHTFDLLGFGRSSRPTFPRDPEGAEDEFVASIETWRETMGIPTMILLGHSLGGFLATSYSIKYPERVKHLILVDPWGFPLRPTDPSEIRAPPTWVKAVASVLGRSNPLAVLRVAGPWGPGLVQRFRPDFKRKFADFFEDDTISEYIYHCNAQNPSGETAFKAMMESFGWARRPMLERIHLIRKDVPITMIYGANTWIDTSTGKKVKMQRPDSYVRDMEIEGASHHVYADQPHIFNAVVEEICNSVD
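System: mouse ABHD4 enzyme, wild type / Medium: HEPES pH 7.0, NaCl, Pluronic buffer / Reagent: FP-Rh activity-based fluorescent probe / Control set: S159A mutant high control, sample median low control / Detection: fluorescence polarization with parallel and perpendicular emission, 525/598 nm / Schedule: 45 min + 60 min at 25 °C / Compound dosing: 8.92 µM, single dose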
An asterisk follows results filed as active; / = not tested or not shown.

Molecule	PRMT1 FP inh	MBD2 inh	TDP2 inh	HTRA1 inh	NPR2 activator	rCAG binder	TCR CD3 inh	SIAE inh	LEDGF integ inh	mABHD4 FP
COc1ccc([N+](=O)[O-])cc1NC(=O)CCNC(=O)Cn1ccc2ccccc2c1=O	1	0	15	-2	0	1	9	-8	0	0
O=C(CCn1nc(-c2ccc(Cl)cc2)ccc1=O)NCc1ccccn1	-1	-2	0	3	2	0	10	-2	1	0
CC(C)c1cc(=O)n2c(nc3ccccc32)[nH]1	-2	-4	2	2	3	2	8	2	0	-2
O=C(CN1c2cccc3cccc(c23)S1(=O)=O)N1CCCCC1	0	1	2	11	5	4	2	2	0	4
CNC[C@@H]1Oc2cc(Br)ccc2S(=O)(=O)N([C@H](C)CO)C[C@@H]1C	1	4	-2	/	-4	3	2	5	3	-8
COc1ccc(N2CCN(C(=S)NCc3ccccc3)CC2)cc1	6	1	-7	8	5	-2	-6	4	-14	-4
CCOC(=O)c1ccc(NC(=O)N2CCN(C3CCCCC3)CC2)cc1	1	2	-3	0	0	-8	-3	-6	-3	-2
CCN1C(=O)C(=O)N(Cc2ccc(OC)c(F)c2)C1=O	-6	-6	1	-1	9	4	7	-3	4	-1
COCC(=O)N(Cc1ccco1)c1nnc(C2CCOC2)s1 (stereo unspecified)	-2	0	9	6	5	-1	3	3	-2	-9
COc1ccc2cc(-c3cc(C(=O)O)c4ccccc4n3)ccc2c1	1	-5	10	0	1	12	2	-16	-1	0
Cc1ccc(-c2cc(C(F)F)n3ncc(C(=O)Nc4ccc(S(=O)(=O)Nc5ccccc5C)cc4)c3n2)cc1	-1	-1	0	0	0	-1	2	1	4	1
COc1ccc2[nH]c3c(c2c1)CCN1C(=O)C(CC(=O)NCCCn2ccnc2)C[C@H](C(=O)N(C(C)C)C(C)C)[C@@]31C (stereo partly specified)	-3	-4	-3	0	1	0	0	0	6	-5
CCOC(=O)C1c2cccc(O)c2CCN1C(C)=O (stereo unspecified)	-4	4	1	6	-5	2	11	3	1	-1
Cc1nnc(NC(=O)CC23CC4CC(CC(C4)C2)C3)s1	2	0	8	-5	3	2	3	-1	0	-1
Cc1ccccc1COC(=O)CNC(=O)c1sc2ccccc2c1Cl	0	1	5	-37	-1	4	3	-8	0	-23
O=C(CCNC(=O)c1ccc([N+](=O)[O-])cc1)Nc1ccc(F)c(F)c1F	4	5	-1	-8	3	1	-7	11	-3	-7
O=C(Cn1nc(C(=O)O)c2ccccc2c1=O)Nc1cc(C(F)(F)F)ccc1-n1cncn1	-1	-4	-2	-3	-2	2	-2	0	0	-6
COc1cccc(-c2cccc(NC(=O)C3CCN(Cc4ccc(CO)o4)CC3)c2)c1	-1	0	7	2	4	-6	2	9	-3	3
CN1C[C@@H]2C(c3ccc(C(F)(F)F)cc3)C3(c4ccc(C#N)cc4)CC2(C3)[C@H]1c1ccccc1 (stereo partly specified)	-1	-4	-8	-28	-10	7	-7	-1	2	-4
Cc1ccc(CN2CC(N3CCCC3)CS2(=O)=O)cc1 (stereo unspecified)	2	1	7	/	3	0	-13	3	3	-3
COc1ccc(NC(=O)CN(C)S(=O)(=O)c2ccc(Cl)cc2)cn1	-1	-2	-1	-1	1	-1	-1	1	0	0
COc1cccc(NC(=S)NC(=O)/C=C/c2ccc(F)cc2)c1	-2	-4	6	3	-6	1	7	-4	1	2
Cc1nn(-c2ccccc2)c2nc(-c3ccco3)cc(C(=O)O)c12	16	5	9	-21	4	54*	7	-12	16*	-3
CCC(Oc1ccc2ccccc2c1)C(=O)O (stereo unspecified)	0	-1	-6	1	4	1	1	3	-3	4
O=S(=O)(c1cnc[nH]1)N1CCc2ccccc21	0	-2	11	-11	-3	1	1	-77	2	-4
C#CCN(C)Cc1ccccc1	0	3	16	1	4	1	2	-1	1	5
O=C(Nc1ccc(F)cc1F)N1CCCN(c2ccc(C(F)(F)F)cn2)CC1	0	0	-14	-2	-1	-6	-2	-2	-3	-4
O=C(CCS(=O)(=O)c1cccc2nonc12)Nc1ccc(Br)cc1	3	-4	8	-2	-4	3	-6	4	-1	-2
O=c1[nH]c2ccc(S(=O)(=O)N3CCN(c4ccccc4F)CC3)cc2s1	-5	4	1	-16	2	35*	2	-1	-5	-17
COc1cccc2sc(=NC(=O)CS(=O)(=O)c3ccccc3)n(C)c12	0	3	6	1	0	2	-3	-1	0	0
Cc1oc(C)c2c(=O)ccc3c(c12)OC(N)=C(C#N)C3c1ccccc1 (stereo unspecified)	22*	-1	-17	24	2	19	-9	6	15*	15
CCOC(=O)C1=C(C)N(c2ccc(Cl)cc2)C(=O)NC1c1cccc([N+](=O)[O-])c1 (stereo unspecified)	2	1	12	1	1	0	6	7	-1	0
COCCCn1c(SC(C)C(=O)Nc2c(C)n(C)n(-c3ccccc3)c2=O)n[nH]c1=O (stereo unspecified)	-4	-1	-6	3	-1	1	-5	4	0	3
N#CCCN(Cc1cccnc1)C(=O)c1ccc(S(=O)(=O)N2CCOCC2)cc1	3	2	-3	-1	3	-1	4	1	1	0
CC(C)C(C)(C#N)NC(=O)CSc1nc2scc(-c3ccco3)c2c(=O)n1-c1ccccc1 (stereo unspecified)	22*	-3	1	23	4	15	13	-7	1	-19
CCCOC(=O)Nc1ccc(N2CCCCC2)cc1	4	2	10	2	-5	-6	-6	-3	1	-1
COc1ccc(N=Nc2c(N)n[nH]c2N)cc1	-6	-11	2	1	-6	3	6	22*	0	-1
COc1cc(Cl)c(C)cc1NC(=O)c1ccc2c(c1)OCO2	0	-6	-4	-3	-3	2	2	6	7	1
CCOc1ccc(NC(=O)CN(C)C(=O)C2CC2C)cc1OCC (stereo unspecified)	0	-4	1	6	-4	-1	2	-6	0	-2
O=C(NC1=NCCS1)c1ccc(N2CCCC2=O)cc1	3	-3	-4	-4	1	0	4	-5	-2	1
COc1ccccc1NC(=O)COC(=O)COc1cccc2c1OC(C)(C)C2	-4	-1	1	1	-1	-4	2	-4	5	-3
CC(C)N1C(=O)CCC1C(=O)N1CCN(c2ccc(F)cc2)CC1 (stereo unspecified)	-2	1	-5	-2	2	-1	-2	4	-1	2
CC(=O)NNC(=S)NC(=O)c1ccccc1	17	3	3	0	-2	-2	7	0	-3	8
COc1ccc(S(=O)(=O)Nc2ccc3c(c2)C(=O)N([C@H](C)CO)C[C@H](C)[C@@H](CN(C)S(C)(=O)=O)O3)cc1	-1	-3	8	-2	0	2	7	5	-2	-6
CCCn1nc(C(=O)N2CCN(S(=O)(=O)c3ccc(C)c(C)c3)CC2)c2ccccc2c1=O	0	1	-3	-15	0	5	0	-7	-3	-8
O=C(NCCCCc1ccccc1)c1cccc(Br)c1	4	3	-1	-8	10	15	-4	-6	-6	1
CCOC(=O)N1CCN(C(=O)CN(c2cc(C(F)(F)F)ccc2Cl)S(C)(=O)=O)CC1	1	6	-9	0	5	-8	3	-1	1	7
O=C(OCc1ccc([N+](=O)[O-])cc1)c1cc(S(=O)(=O)N2CCCCC2)ccc1N1CCOCC1	1	0	6	-1	1	1	-3	-2	1	3
CCOC(=O)c1ccc(S(=O)(=O)NCC(C)(C)N2CCOCC2)cc1	-2	4	0	1	2	-6	1	6	-1	2
O=C(COc1ccc(Cl)cc1)NCCc1ccccn1	-3	-1	-12	6	-3	-3	7	-5	8	-1
CCOc1ncccc1C(=O)OCC(=O)c1ccc(F)cc1	-1	-7	-5	2	-2	-4	5	-1	-4	4
Cc1ccc(S(=O)(=O)NCc2ccccc2Br)cc1	6	0	1	/	0	0	-2	-2	-5	1
CCOC(=O)N/C(N)=N/c1nc2ccccc2s1	-3	1	-17	-7	-2	1	4	0	0	2
CC(=O)Nc1ccc(-c2ccccc2)s1	3	-2	-1	5	7	2	-1	11	0	-2
CC(C)C1N(C(=O)N2CCOCC2)CCN1S(=O)(=O)c1ccccc1 (stereo unspecified)	-1	-4	2	1	5	-1	-6	16	1	-1
O=C(O)C(Cc1c[nH]c2ccccc12)NS(=O)(=O)c1ccc(Br)cc1 (stereo unspecified)	7	7	-5	4	1	16	1	-4	3	-8

Next records
Molecule	PRMT1 FP inh	MBD2 inh	TDP2 inh	HTRA1 inh	NPR2 activator	rCAG binder	TCR CD3 inh	SIAE inh	LEDGF integ inh	mABHD4 FP
CCOC(=O)N1CCN(C(=O)CCCn2c(=O)[nH]c3ccccc3c2=O)CC1	-4	-6	-7	0	-2	-5	-2	-1	0	6
O=C(c1ccc2c(c1)OCCO2)C1CCN(S(=O)(=O)c2cccc(F)c2)CC1	2	-2	-8	-12	-12	0	-1	-9	5	-11
COc1ccc(NC(=O)c2ccc(NC(=O)CN(C)CC(=O)Nc3c(C)cccc3C)cc2)cc1	-6	0	1	-1	0	9	5	3	1	-7
NS(=O)(=O)c1ccc(CCNc2nn3c(-c4cccc(OC(F)(F)F)c4)cnc3s2)cc1	-2	0	-1	/	-3	7	1	-18	-1	-63
C=CCNC(=O)c1ccc(CN(c2ccc(OCC)cc2)S(=O)(=O)c2ccc(C)cc2)cc1	-1	-3	11	-32	4	0	-4	-13	-3	-5
CC(=O)N1CCN(CC(=O)Nc2ccc(SC(F)F)cc2)CC1	-2	-5	-1	2	1	-3	5	-4	0	-4
Cc1ccc(-c2csc3nc(C)n(-n4cccc4)c(=O)c23)o1	26*	0	7	0	6	1	1	-3	1	-2
CCCC(=O)Nc1ccccc1NC(=O)CN(C)S(=O)(=O)c1ccccc1	0	0	-8	-4	3	-5	-4	-6	-3	-5
CCNCc1cc(Br)c(OCC(=O)Nc2ccccc2)c(OC)c1	-3	-12	11	1	2	4	4	0	0	2
Cc1cc(C)c(NC(=S)N(CCCN2CCOCC2)Cc2cccnc2)c(C)c1	-2	-1	-1	-2	3	-2	2	1	0	-1
CCn1c(=O)cc(SCC(=O)NCc2ccc(C)o2)c2ccccc21	14	4	2	6	-7	-4	0	2	-3	-1
COc1cccc2c(=O)c(C(=O)NCc3cccs3)c[nH]c12	0	0	-9	-8	-4	8	2	5	-1	4

Four successive entries already listed, for reference:
Molecule	PRMT1 FP inh	MBD2 inh	TDP2 inh	HTRA1 inh	NPR2 activator	rCAG binder	TCR CD3 inh	SIAE inh	LEDGF integ inh	mABHD4 FP
COc1ccc2cc(-c3cc(C(=O)O)c4ccccc4n3)ccc2c1	1	-5	10	0	1	12	2	-16	-1	0
Cc1ccc(-c2cc(C(F)F)n3ncc(C(=O)Nc4ccc(S(=O)(=O)Nc5ccccc5C)cc4)c3n2)cc1	-1	-1	0	0	0	-1	2	1	4	1
COc1ccc2[nH]c3c(c2c1)CCN1C(=O)C(CC(=O)NCCCn2ccnc2)C[C@H](C(=O)N(C(C)C)C(C)C)[C@@]31C (stereo partly specified)	-3	-4	-3	0	1	0	0	0	6	-5
CCOC(=O)C1c2cccc(O)c2CCN1C(C)=O (stereo unspecified)	-4	4	1	6	-5	2	11	3	1	-1

An excerpt (hit frequency here may not be typical).
